TRHR PAM: TRH receptor (human) allosteric enhancement | enhancement, % at 2 µM | P34981 | 360,000 compounds, 0.66% hits | TRHR cells, fluo-8 calcium fluorescence, EC20 TRH enhancement; in the data active = enhancement above about 30%; also: 0% is about no effect
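TRHR-expressing cells loaded with fluo-8 calcium dye were read kinetically (ex 480/em 530) during compound addition, then stimulated with an EC20 of TRH (10 nM final). Enhancement of the Gq-mediated intracellular calcium response was scored.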
PI4K2A block: PI4K2A (human) kinase inhibition; activity change, negative = inhibition, % at 76.9 µM; Q9BTU6; AID 1346378; purified PI4K2A, ADP-Glo luminescence, 1 h; hits give low values; 420,000 compounds, 0.13% hits; in the data active = activity change below about -50%; inconclusive = mostly about -30% to -49%;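 also: -100% = wells without enzyme as full effect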
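In this quantitative HTS, ADP production by PI4K2A was quantified luminescently after 1 h at ambient temperature; 100 microM adenosine served as plate-quality control.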
USP1 inh: inhibitors of human USP1/UAF1 deubiquitinase; O94782; recombinant USP1/UAF1, Ub-Rhodamine cleavage fluorescence; Potency, µM (highest dose often 57.1 µM), inactives show at the top dose activity change, negative = inhibition, actives largely listed as inhibitors; 390,000 compounds, 0.23% hits; also: potency is read from the fitted curve at half-maximal effect; % is scaled to controls: 0 for no effect and ±100 for the full control effect; nearly all actives have a fitted effect of over 60% in size; inactives centre near -12
Target sequence (O94782 whole entry, looked up): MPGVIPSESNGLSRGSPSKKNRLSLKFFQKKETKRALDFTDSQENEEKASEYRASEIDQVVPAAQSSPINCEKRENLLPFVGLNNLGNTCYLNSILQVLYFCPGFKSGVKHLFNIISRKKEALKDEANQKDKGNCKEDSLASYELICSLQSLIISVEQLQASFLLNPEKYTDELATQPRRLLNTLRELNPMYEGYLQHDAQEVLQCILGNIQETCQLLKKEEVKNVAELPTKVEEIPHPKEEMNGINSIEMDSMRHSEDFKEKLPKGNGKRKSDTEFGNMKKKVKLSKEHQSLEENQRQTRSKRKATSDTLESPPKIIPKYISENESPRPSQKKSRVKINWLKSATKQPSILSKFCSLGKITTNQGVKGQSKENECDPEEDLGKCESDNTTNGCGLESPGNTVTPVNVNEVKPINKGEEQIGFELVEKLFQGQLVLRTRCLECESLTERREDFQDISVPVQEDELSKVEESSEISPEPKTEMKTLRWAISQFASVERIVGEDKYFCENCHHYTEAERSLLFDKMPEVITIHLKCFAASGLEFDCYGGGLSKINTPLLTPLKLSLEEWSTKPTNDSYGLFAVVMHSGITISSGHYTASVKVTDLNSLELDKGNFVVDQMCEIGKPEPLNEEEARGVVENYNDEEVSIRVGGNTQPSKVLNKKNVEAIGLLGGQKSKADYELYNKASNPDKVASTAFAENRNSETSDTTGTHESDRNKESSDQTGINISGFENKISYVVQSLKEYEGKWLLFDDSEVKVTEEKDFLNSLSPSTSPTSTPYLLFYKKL
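1 nM enzyme complex + cpd, 15 min RT; start with Ub-Rho 150nM final; kinetic fluorescence ex 480/em 540, 6 reads q60 s. Buffer 50mM HEPES pH 7.8, 0.5mM EDTA, 0.1 mg/ml BSA, 1mM TCEP, 0.01% Tween-20.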
D2 antag: D2 dopamine receptor (human) antagonism; HEK293 TREx D2 cells, calcium flux, dopamine EC80; inhibition, % at 10 µM; P14416; 340,000 compounds, 2% hits; in the data active = inhibition above about 30%; also: 0% is about no effect
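Overnight-induced (tetracycline, 30 C) HEK293 T-REx cells carrying force-coupled D2 receive a no-wash calcium dye, then compound, then EC80 dopamine at 180 s; signals are read kinetically throughout.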
TrxR1 substrate: substrates of rat thioredoxin reductase 1; purified TrxR1 substrate turnover, NADPH consumption readout; Potency, µM (doses to about 114 µM), for inactives: top-dose activity change, negative = substrate turnover; 390,000 compounds, 0.01% hits; also: potency is read from the fitted curve at half-maximal effect; % is scaled to controls: 0 for no effect and ±100 for the full control effect; nearly all actives have a fitted effect of over 50% in size
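Rat TrxR1, dispensed at 90 nM, was prereduced with 400 uM NADPH (final) for 5 min at ~22 deg C, then incubated with compound 15 min before 400 uM selenite. A first-read NADPH fluorescence drop versus no-compound background flagged substrates.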
TRHR ag: TRH receptor (human) agonism; TRHR cells, calcium flux fluo-8, FDSS agonist mode; AID 493084; 360,000 compounds, 0.18% hits; P34981; activation, % at 2 µM; in the data active = activation above about 30%; also: 0% is about no effect
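Agonist-mode FDSS calcium read (Ex 480/Em 530, 1 s cycles) in 1536-well TRHR cells with fluo-8 dye, after 10-cycle baseline and 23 nL compound addition; TRH at EC20 (10 nM final) added afterwards for the enhancer phase.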
mIDH1 inhibitor: inhibitors of human mutant IDH1 R132H. O75874. IDH1-R132H enzyme, NADPH consumption, diaphorase/resazurin fluorescence. 390,000 compounds, 0.093% hits. Potency, µM (series often up to 76.6 µM), for the others: top-dose activity change, negative = inhibition, usual class: inhibitors; also: potency is read from the fitted curve at half-maximal effect; % is scaled to controls: 0 for no effect and ±100 for the full control effect; nearly all actives have a fitted effect of over 65% in size
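IDH1-R132H (0.5 ug/mL dispensed) in pH 7.5 Tris buffer was preincubated 30 min with compound, then given a substrate mix of 0.016 mM NADPH and 2 mM alpha-KG for 80 min at room temperature; remaining NADPH was read by diaphorase/resazurin fluorescence.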
D2 ag: agonists of human D2 dopamine receptor; HEK293 T-REx D2 cells, calcium flux agonist mode; 340,000 compounds, 0.53% hits; activation, % at 2 µM;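 active = activation over 3 SD above normal in the single-dose calcium agonist read, cut at about 30% in these data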; also: 0% is about no effect
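Agonism is scored from calcium flux in a force-coupled, inducible HEK293 cell line expressing D2, read kinetically for 180 s after compound addition against dopamine controls.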
TrxR1 inh: inhibitors of rat thioredoxin reductase 1; O89049; Potency, µM (doses to about 114 µM), for inactives: top-dose activity change, negative = inhibition, actives largely listed as inhibitors; AID 588453; recombinant rTrxR1, NADPH fluorescence consumption, selenite substrate; 390,000 compounds, 1% hits; also: potency is read from the fitted curve at half-maximal effect; % is scaled to controls: 0 for no effect and ±100 for the full control effect; nearly all actives have a fitted effect of over 65% in size
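Rat TrxR1 (90 nM in the dispensed reagent) was pre-reduced with 400 uM NADPH for 5 min at room temperature, then incubated with compound for 15 min. After 400 uM selenite was added, NADPH fluorescence (Ex 340/Em 450 nm) was followed for 8 min.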
Starred values were filed as active, the others as inactive; ? = inconclusive; . = no result given; [ ] = another dose, or the depositor's remark. Unless noted, calls follow the shape of the dose curve; as a rule, active = well fitted inhibition curve with a large enough effect; inconclusive = small, poorly fitted or top-dose-only effect; inactive = no such curve, though single readings can be large or run the other way.

cpd	structure	mIDH1 inhibitor	TrxR1 substrate	TRHR PAM	TrxR1 inh	D2 antag	USP1 inh	PI4K2A block	TRHR ag	D2 ag
1	COc1cc(/C=N/Nc2nc3ccccc3s2)ccc1O	-2%	2%	2	6%	7	-17%	-3	-0.7	-1.2
2	O=C(c1cccs1)N1CCN(S(=O)(=O)N2CCCCC2)CC1	6%	6%[57.1 µM]	-3	36%[57.1 µM]	29	-9%	11	0.1	0.6
3	O=C(/C=C/c1ccco1)NCC(=O)N/N=C/c1ccc(Cl)cc1	-16%	1%	-4	-21%	-21	-9%	-4	-0.1	-1.3
4	O=C(CN1C(=O)c2ccccc2C1=O)Nc1ccccc1	-1%	-1%	-4	13%	-8	-20%	-2	0.0	-1.6
5	COc1ccc(OC)c(CNC(=O)Cc2c(C(=O)O)[nH]c3ccc(Cl)cc23)c1	9%	16%	0	13%[57.1 µM]	9	-15%	-7	-1.2	-0.6
6	O=C(O)CCCCCN1C(=O)C(O)=C(C(=O)/C=C/c2ccccc2)C1c1ccc2c(c1)OCO2 (stereo not given)	-4%	-6%[57.1 µM]	-4	-6%[57.1 µM]	5	-12%	1	-1.0	-0.4
7	O=C(COC(=O)[C@H](Cc1ccccc1)NC(=O)c1cccs1)NC1CC1	11%	-17%	-15	-20%	4	2%	2	-0.7	0.7
8	O=C(c1ccc(-c2ccccc2)cc1)N1CCN(c2ccccn2)CC1	-1%	-4%	-7	4%	-4	-12%	-1	-0.4	0.3
9	C=CCn1c(SCc2ccc([N+](=O)[O-])cc2)nnc1C(C)NC(=O)c1ccccc1 (stereo not given)	3%	6%[57.1 µM]	4	-13%[57.1 µM]	5	-6%	4	-1.0	0.8
10	Cc1[nH]n(-c2cccc([N+](=O)[O-])c2)c(=O)c1-c1ccccc1	16%	0%	4	1%	-2	-8%	-1	-0.3	-0.9
11	Cc1ccc(NC(=S)NC2CCSc3ccccc32)cc1C (stereo not given)	7%	-11%	-7	-29%	-4	-16%	8	0.5	0.4
12	CCCCCCc1nc(C(N)=O)c2[nH]c(=O)n(-c3ccc(OCC)cc3)c2n1	0%	6%	3	21%	-4	-19%	-1	0.4	0.3
13	COc1ccccc1NC(=O)C1CC(=O)N(c2ccc(F)cc2)C1 (stereo not given)	-5%	1%	4	9%	-4	3%	-4	1.6	1.0
14	COc1ccc(C(=O)OCC(=O)NC(=O)NC(C)C)cc1OC	2%	1%	-3	?	-2	-3%	6	0.3	3.3
15	CCOC(=O)c1c(C)nc2sc3c(=O)n(-c4ccc(C(C)=O)cc4)nnc3c2c1-c1ccc(Cl)cc1	3%	-8%	-13	-10%	6	-14%	5	0.9	0.1
16	CCCCN(Cc1ccccc1)S(=O)(=O)c1ccc2[nH]c(=O)oc2c1	-4%	-3%	-7	13%	3	-10%	-1	-0.3	-2.0
17	CCNc1ccc(C(=O)NN=C2CCCC2)cc1[N+](=O)[O-]	-3%	-1%[57.1 µM]	-4	-7%[57.1 µM]	-13	-18%	-10	-2.0	-0.5
18	O=C1CCC(c2ccc3c(c2)CCC3)=NN1	9%	-1%[57.1 µM]	3	18%[57.1 µM]	-3	-13%	5	-0.2	0.6
19	O=C(C1CCCO1)N(c1cccc(Cl)c1)C1C=CS(=O)(=O)C1 (stereo not given)	4%	11%	1	21%	.	-22%	-4	1.2	.
20	Cc1ccc(NC(=O)CCC(=O)NNC(=O)C(C)(C)C)c(C)c1	6%	1%	-5	26%	-14	5%	1	0.6	-0.3
21	CC1=C(C(=O)Nc2ccc(C)cc2C)C(c2cccc([N+](=O)[O-])c2)n2nc(C(=O)OC(C)C)nc2N1 (stereo not given)	-2%	-5%	-3	-3%	14	-17%	2	0.6	3.1
22	CC(=O)Nc1cccc(/C(C)=N/NC(=O)c2ccccc2Cl)c1	2%	7%	-5	32%[activator]	.	0%	2	0.9	.
23	CC(C)CCNC(=O)c1ccc2c(c1)N(Cc1ccccc1F)C(=O)c1ccccc1S2=O (stereo not given)	-6%	0%	-6	26%	.	?	1	0.6	0.2
24	CCOC(=O)c1sc(C)c(C(=O)NCC(C)(C)CN(C)C)c1N	7%	9%[57.1 µM]	-3	22%[57.1 µM]	11	-10%	0	1.2	0.1
25	CCOc1ccc(C2CC(c3cccc(OC)c3OC)n3nnnc3N2)cc1Cl (stereo not given)	10%	11%[57.1 µM]	-1	4%[57.1 µM]	-4	-3%	7	-0.1	11
26	O=C(Cc1cccs1)Nc1ccc(F)c(S(=O)(=O)N2CCOCC2)c1	-5%	5%	-2	26%	-7	-22%	-5	0.1	0.8
27	COc1ccc(C(=O)Nc2cc(C)c3c(=O)oc4ccccc4c3n2)cc1	13%	5%	-2	10%	.	-17%	-6	0.5	.
28	COC(=O)Cc1ccc(NC(=S)NCc2ccc(S(N)(=O)=O)cc2)cc1	9%	0%	5	-22%	-6	-16%	5	0.0	0.0
29	CCCOc1ccc(C2c3c(-c4ccccc4O)n[nH]c3C(=O)N2CCc2ccccc2)cc1OCC (stereo not given)	0%	6%	27	39%[activator]	.	-14%	-1	0.6	-0.1
30	COc1ccc(NC(=O)NCCn2nnc3cc(S(=O)(=O)N(C)C)ccc32)cc1	16%	10%[57.1 µM]	3	32%[57.1 µM]	.	-25%	3	0.5	.
31	CN(C)/C=N/C(=S)Nc1ccc(Cl)cc1	5%	6%[57.1 µM]	6	21%[57.1 µM]	-2	-5%	-8	-0.3	0.6
32	CCOC(=O)N1CCN(C(=O)CCSc2ccccc2)CC1	0%	-2%	-1	-3%	0	-18%	-4	0.1	-1.1
33	Cc1cnc(C(=O)OCC(=O)Nc2ccc(OCc3ccccc3)cc2)cn1	6%	-10%	-2	-16%	-24	-9%	2	-0.3	0.6
34	COC(=O)c1[nH]c2ccccc2c1NC(=O)CNC1CCCCC1	4%	-10%	-2	-15%	8	-7%	3	0.8	0.4
35	COc1cc(C(=O)OCC(=O)NC2CCCC2)cc(NC(=O)c2ccco2)c1OC	-1%	7%	4	0%	-5	-17%	0	-1.8	-0.7
36	Cc1occc1C(=O)NCc1ccco1	5%	7%[57.1 µM]	-1	-2%[57.1 µM]	9	-10%	-6	0.1	2.2
37	CCOC(=O)Cn1cnc(C)c1	-1%	7%[57.1 µM]	.	10%[57.1 µM]	.	-15%	3	.	.
38	Cc1cc(S(=O)(=O)NCc2ccccc2)ccc1OCC(=O)N1CCCC1	4%	0%	-1	7%	10	-14%	3	0.0	0.0
39	C[N+](C)(C)CC(O)CC(=O)O (stereo not given)	9%	3%	-3	15%	-5	-28%	1	0.2	-1.7
40	CCCn1c(Sc2nc3c(c(=O)[nH]c(=O)n3C)n2CCC)nc2c1c(=O)[nH]c(=O)n2C	8%	9%	3	22%[57.1 µM]	3	-8%	0	-1.0	-0.8
41	O=C(Nc1ccc(S(=O)(=O)NCc2ccccc2)cc1)c1ccc(Br)o1	3%	-10%[57.1 µM]	5	1%[57.1 µM]	25	-25%	-4	-0.4	0.6
42	Cc1cc(C(=O)Cn2cc(C(F)(F)F)ccc2=O)c(C)n1CC1CCCO1 (stereo not given)	0%	0%	-7	0%	-30	-21%	0	-0.4	0.4
43	CCCC1OC2CC3C4CCC5=CC(=O)C=CC5(C)C4C(O)CC3(C)C2(C(=O)O)O1 (stereo not given)	1%	3%	0	14%	-4	-23%	3	0.3	0.8
44	CC(C)=CCN1CCN(CC#Cc2ccccc2)CC1CCO (stereo not given)	-5%	-8%	0	-20%	-5	-13%	5	-3.4	-1.5
45	CC(=O)Nc1nonc1NC(=O)CSC1=NCCS1	0%	-8%	31*	5%	-12	-9%	-2	0.2	-1.7
46	CCC(=O)N1N=C(c2ccc(C)o2)CC1c1ccc(N(C)C)cc1 (stereo not given)	-10%	-8%	0	5%	-6	-12%	2	-0.4	-1.0

An excerpt of these results, with values under each structure.
Results follow in this order: mIDH1 inhibitor, TrxR1 substrate, TRHR PAM, TrxR1 inh, D2 antag, USP1 inh, PI4K2A block, TRHR ag, D2 ag
37: CCOC(=O)Cn1cnc(C)c1
    -1%, 7%[57.1 µM], ., 10%[57.1 µM], ., -15%, 3, ., .
38: Cc1cc(S(=O)(=O)NCc2ccccc2)ccc1OCC(=O)N1CCCC1
    4%, 0%, -1, 7%, 10, -14%, 3, 0.0, 0.0
39: C[N+](C)(C)CC(O)CC(=O)O (stereo not given)
    9%, 3%, -3, 15%, -5, -28%, 1, 0.2, -1.7

Three entries from above, screen by screen.
#42 Cc1cc(C(=O)Cn2cc(C(F)(F)F)ccc2=O)c(C)n1CC1CCCO1 (stereo not given)
#43 CCCC1OC2CC3C4CCC5=CC(=O)C=CC5(C)C4C(O)CC3(C)C2(C(=O)O)O1 (stereo not given)
#44 CC(C)=CCN1CCN(CC#Cc2ccccc2)CC1CCO (stereo not given)
assay / entry,42,43,44
mIDH1 inhibitor,0%,1%,-5%
TrxR1 substrate,0%,3%,-8%
TRHR PAM,-7,0,0
TrxR1 inh,0%,14%,-20%
D2 antag,-30,-4,-5
USP1 inh,-21%,-23%,-13%
PI4K2A block,0,3,5
TRHR ag,-0.4,0.3,-3.4
D2 ag,0.4,0.8,-1.5

From PubChem
